Screening data: PubChem BioAssay, National Center for Advancing Translational Sciences (NCATS)
USP2a block: USP2a (human) protease inhibition | O75604 | AID 463254 | USP2 core, Ub-CHOP2 coupled fluorogenic reporter, 485/531 | 330,000 tested, 0.01% active | Potency, µM (series often up to 38.3 µM), without a hit: at the highest dose activity change, negative = inhibition, most hits filed as inhibitors;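 further: potency means the concentration at half of the fitted maximal effect; plate controls were DMSO wells for no effect and full inhibition by NEM control for full effect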
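Deubiquitinase activity read as fluorescence (485/531 nm) after Ub-CHOP2 cleavage activates the enterokinase reporter on its substrate; USP2 core 10nM, Ub-CHOP2 and substrate 25nM each, 30min compound preincubation then 60min RT; data normalized to NEM, curves fitted.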
p53 reactivation: mutant p53 re-activation in reporter cells | 320,000 tested, 0.063% active | Potency, µM (top dose mostly 92.2 µM), inactives show at the highest dose activity change, positive = activation, actives largely listed as activators | H1299 p53-A138V BP100-luciferase reporter, luminescence, 24 h; further: potency means the concentration at half of the fitted maximal effect; % of control where 0% means no effect; nearly all actives have a fitted effect of over 45% in size
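p53-null H1299 cells stably carrying temperature-sensitive p53-A138V and a BP100-luciferase reporter were pinned with compounds (4-point, 1:5 series) and held 24 hrs at 37 deg C. Luminescence was read 10 min after detection reagent.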
TRPV1 agonist: agonists of human vanilloid receptor 1 (TRPV1). Q8NER1. TRPV1-expressing cells, Fluo-8 calcium influx, agonist mode. activation, % at 8.33 µM. 320,000 tested, 0.19% active. AID 540275; in the data active means activation above about 80%; inconclusive means between about 30% and that limit; further: 0% is about no effect
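Cells expressing TRPV1 were dye-loaded with Fluo-8 and read kinetically: 10 s baseline, 3 min after compound (agonist portion), then 2 min after EC20 capsaicin (allosteric enhancer portion). Calcium-bound dye fluorescence at 480/520 nm.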
Integrin act MD: activates integrin-mediated alleviation for muscular dystrophy | Potency, µM (series often up to 38.3 µM), for the others: at the top dose activation, most hits filed as activators | alpha7betagal myoblasts, beta-gal FDG fluorescence, 48 h | 350,000 tested, 0.064% active;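 further: potency means the concentration at half of the fitted maximal effect; 100% = response of the positive control SU9516; nearly all actives have a fitted effect of over 60% in size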
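Alpha7betagal+/- myoblasts (passage 13) were plated 16-24 hr, then exposed to compounds (1:260 dilution of DMSO stock) for 48 hours at 37C. After MPER lysis, β-galactosidase reporter activity was read as FDG fluorescence (ex 480/em 540) after 30 minutes.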
TSG101-PTAP inh: blocks PTAP/TSG101 interaction to inhibit HIV-1 budding; Q99816; Fluorescence polarization, FITC-PTAP peptide / Tsg101 binding; Potency, µM (titrated, usually from 115 µM), for the others: top-dose activity change, negative = inhibition, most hits filed as inhibitors; 340,000 tested, under 10 active; AID 493005; active means well fitted inhibition curve with a large enough effect in the main read-out, with a control signal flat, not every such curve was filed as active; inconclusive means small, poorly fitted or top-dose-only effect, or effect the other way, or a change in a side signal; inactive means no such curve, though single readings can be large or run the other way; further: potency means the concentration at half of the fitted maximal effect; % of control where 0% means no effect
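FP read-out: FITC-PTAP peptide, 50 nM final, binding Tsg101 binding domain, 10 uM final; 20 min, r.t.; 10 mM HEPES pH 7.5, 0.15 M NaCl, 0.01% Tween 20, 3 mM EDTA, 0.1 mM TCEP.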
ELG1 genotox: induces genotoxicity in HEK293T cells with luciferase-tagged ELG1 | 330,000 tested, 1.3% active | Potency, µM (highest dose often 46 µM), inactives show at the highest dose activity change, positive = activation, usual class: activators | AID 504466 | HEK293T ELG1-luciferase reporter, luminescence, 16 h; further: potency means the concentration at half of the fitted maximal effect; % of control where 0% means no effect; nearly all actives have a fitted effect of over 60% in size
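Screening used a luciferase reporter fused to human ELG1 in HEK293T cells. Luminescence was read on a CCD plate imager after 16 hr exposure and 30 min ONE-Glo incubation.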
B2AR arrestin: agonists driving beta-arrestin recruitment to human beta2-adrenergic receptor. beta-arrestin recruitment to beta2AR, cell-based reporter. P07550. 330,000 tested, 0.02% active. Potency, µM (top dose mostly 46.1 µM), inactives show at the highest dose activation, most hits filed as activators;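 further: potency means the concentration at half of the fitted maximal effect; 0% = DMSO controls and full agonism = EC100 isoproterenol or metaproterenol; nearly all actives have a fitted effect of over 65% in size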
Target sequence (P07550 whole entry, looked up): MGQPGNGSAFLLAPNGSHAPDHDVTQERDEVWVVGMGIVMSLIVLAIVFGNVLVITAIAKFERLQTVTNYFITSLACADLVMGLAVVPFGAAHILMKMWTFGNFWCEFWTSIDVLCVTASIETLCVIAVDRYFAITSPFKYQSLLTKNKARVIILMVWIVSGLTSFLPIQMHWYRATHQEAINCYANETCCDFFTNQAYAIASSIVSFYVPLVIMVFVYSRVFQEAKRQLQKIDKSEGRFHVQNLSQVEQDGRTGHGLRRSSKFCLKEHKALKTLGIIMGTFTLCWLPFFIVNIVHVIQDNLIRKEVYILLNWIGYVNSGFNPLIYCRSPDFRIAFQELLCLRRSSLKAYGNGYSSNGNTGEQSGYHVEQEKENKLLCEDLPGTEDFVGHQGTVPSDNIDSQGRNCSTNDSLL
BRCA1 expr act: activators of BRCA1 expression | MCF7-BRCA1-FFLuc reporter, luminescence, 48 h; response scale: scaled: vehicle 0%, 10 µM genistein 100% | Potency, µM (doses to about 46.1 µM), inactives show at the highest dose activation, hits mostly activators | 380,000 tested, 1.1% active | AID 624202; further: potency means the concentration at half of the fitted maximal effect; nearly all actives have a fitted effect of over 80% in size; some results filed as inactive show a strong effect at the top dose
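First, MCF7-BRCA1-FFLuc cells (2000/well) attach for 2 h; next, compounds are pin-added and incubated 48 h at 37 °C; finally, luciferase reagent is added and luminescence read after 15 min.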
uPA surface inh: blocks generation of uPA at the cell surface; Potency, µM (titrated, usually from 38.3 µM), for the others: at the top dose activity change, negative = inhibition, most hits filed as inhibitors; cell surface uPA generation assay, qHTS; 330,000 tested, 0.31% active; active means well fitted inhibition curve with a large enough effect; inconclusive means small, poorly fitted or top-dose-only effect; inactive means no such curve, though single readings can be large or run the other way; tested in mouse RAW 264.7 cells; further: potency means the concentration at half of the fitted maximal effect; on the % scale 0 is the no-effect control and ±100 the full control effect; nearly all actives have a fitted effect of over 55% in size
ASM inhibitor: human S-ASM enzyme inhibition. P17405. placental ASM, HMU-PC fluorogenic substrate, 60 min. Potency, µM (top dose mostly 57.5 µM), for the others: at the highest dose activity change, negative = inhibition, most hits filed as inhibitors. 340,000 tested, 0.006% active. AID 504937; further: potency means the concentration at half of the fitted maximal effect
Target sequence (P17405 47-631 limits assumed): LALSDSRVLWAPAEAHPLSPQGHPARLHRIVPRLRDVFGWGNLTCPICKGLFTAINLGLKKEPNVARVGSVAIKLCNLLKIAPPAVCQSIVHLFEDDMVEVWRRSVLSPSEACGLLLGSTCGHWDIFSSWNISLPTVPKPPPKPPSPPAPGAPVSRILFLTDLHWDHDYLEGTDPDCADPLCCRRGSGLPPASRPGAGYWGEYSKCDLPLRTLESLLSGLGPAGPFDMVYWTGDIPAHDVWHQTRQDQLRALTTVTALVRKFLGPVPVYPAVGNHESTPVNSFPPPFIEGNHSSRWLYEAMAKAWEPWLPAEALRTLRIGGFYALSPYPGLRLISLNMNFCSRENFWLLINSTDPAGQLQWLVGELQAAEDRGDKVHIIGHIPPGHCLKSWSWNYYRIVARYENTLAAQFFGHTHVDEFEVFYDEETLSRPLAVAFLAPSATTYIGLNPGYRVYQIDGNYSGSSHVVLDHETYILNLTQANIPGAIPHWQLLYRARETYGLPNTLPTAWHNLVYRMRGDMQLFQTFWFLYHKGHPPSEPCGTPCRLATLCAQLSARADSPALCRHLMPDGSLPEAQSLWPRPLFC
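Fluorogenic HMU-PC substrate (9 uM final) is turned over by placental ASM in 60 min at 37 C after a 10 min compound preincubation. Reaction ended by alkaline stop (pH 10), with fluorescence read at 386/447 nm.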
Eya2 phos inh: Eya2 (human) phosphatase inhibition. 330,000 tested, 0.006% active. AID 488837. recombinant Eya2, OMFP fluorescence dephosphorylation (OMFP is methylfluorescein phosphate). Potency, µM (series often up to 76.9 µM), inactives show top-dose activity, negative = inhibition, actives largely listed as inhibitors; further: potency means the concentration at half of the fitted maximal effect; on the % scale 0 is the no-effect control and ±100 the full control effect
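Eya2 (0.2 uM) preincubated 10 min at ambient with compound, then OMFP substrate added at 50 uM; 10 min reaction in 50 mM HEPES pH 7.5, 50 mM NaCl, 5 uM MgCl2, 0.05% BSA, 1 mM DTT. Fluorescence read at Ex 485/Em 525 nm.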
* = called active by the depositor; ? = inconclusive; . = not tested or not shown; & = joins results of further samples; [ ] = dose if it differs, or a comment. Unless noted, the call rests on the fitted dose curve; in most records, active means well fitted curve in the direction sought with a large enough effect; inconclusive means small, poorly fitted or top-dose-only effect, or another doubt; inactive means no such curve, though single readings can be large; an effect the other way counts as inactive or inconclusive. No enrichment for hits; any-hit rate near 2.6%.

SMILES	USP2a block	p53 reactivation	TRPV1 agonist	Integrin act MD	TSG101-PTAP inh	ELG1 genotox	B2AR arrestin	BRCA1 expr act	uPA surface inh	ASM inhibitor	Eya2 phos inh
O=C(Oc1ccc(F)cc1C(=O)/C=C/c1cccs1)c1cccc([N+](=O)[O-])c1	-3%	-28%	-1	30%	-4%	4%	0.3%	-14%	-9%	-7%	-16%
CCOC(=O)c1c(NC(=O)CNC2CCCCC2)sc(C)c1C	1%	3%	-2	-14%	-6%	-1%	-0.2%	-20%	-4%	-1%	-1%
CCOC(=O)c1c(C)c(C(=O)NC(C)COC)c(C)n1C (configuration not stated)	-1%	13%	0	-12%[7.66 µM]	-4%	1%	-0.2%	3%	.	3%	4%
CCOC(=O)C1(Cc2cccc(OC)c2)CCN(Cc2cnc(SC)nc2)CC1	1%	-1%	15	-24%	-5%	-6%	-0.3%	-26%	0%	7%	-7%
Cc1ccc2c(c1)N(C(=O)CCC(=O)NCC(C)c1ccccc1)CC(C)O2 (configuration not stated)	1%	4%	0	-1%	0%	1%	-0.4%	1%	-2%	4%	2%
CN1C2CCC1/C(=C/c1cccn1C)C(=O)/C2=C\c1cccn1C	?	-23%	0	-208%[inhibitor]	?	-10%	-0.7%	-7%	1%	-27%	?
CCc1cccc(OCCCn2ccnc2)c1	1%	-5%	5	8%	-4%	0%	-0.7%	-6%	5%	6%	-2%
Cc1cccc(C(=O)Nc2nnc(Cc3c[nH]c4ccccc34)s2)c1	3%	2%	22	-40%	1%	1%	0.5%	-60%	-1%	5%	-7%
COc1cc2c(cc1NC(=O)Nc1cccc(C)c1)oc1ccccc12	-1%	-5%	2	24%	-7%	0%	0.0%	-9%	6%	?	-12%
O=S(=O)(NCCc1ccccn1)c1cccs1	1%	-1%	3	20%	-1%	1%	-0.1%	4%	2%	1%	3%
CN(C)c1ccc(/C=N/NC(=O)COc2ccccc2)cc1	-4%	1%	2	36%	-7%	7%	0.4%	91%	-3%	136%[activator]	9%
Cc1noc(C)c1CSc1nc2ccccc2n1CCc1ccccc1	-1%	-18%	?	0%[7.66 µM]	-3%	12%	0.1%	-30%	-7%	-3%	-9%
COc1cc(NC(=O)CCn2c(=O)oc3ccccc32)cc(OC)c1OC	0%	-5%	-2	-12%	-5%	0%	0.1%	-24%&7%	2%	1%	5%
CC(O)/C=C/c1ccc2ccccc2n1 (configuration not stated)	3%	?	-2	0%	-7%	6%	-0.4%	-37%	.	-1%	-6%
O=C(NCC1COCCO1)c1ccc2nc(Cc3cccc(Cl)c3)oc2c1 (configuration not stated)	0%	9%	-1	-4%	1%	0%	0.2%	60%	1%	.	6%
Cc1nonc1CN(C)C(=O)CC1C(=O)NCCN1Cc1cccc(C(F)(F)F)c1 (configuration not stated)	0%	0%	3	-4%	-7%	1%	-0.7%	10%	3%	6%	0%
CC1(C)NC(=O)N(CC(O)COc2ccccc2C(=O)N2CCCCC2)C1=O (configuration not stated)	3%	-12%	-3	-6%	-1%	0%	0.1%	-15%	2%	1%	12%
CCc1cc(=O)oc2cc(OCC(=O)NCCCN3CCCC3=O)ccc12	1%	1%	0	-3%	-5%	5%	0.0%	-2%	-5%	11%	-8%
O=C(N[C@@H](Cc1ccccc1)C(=O)O)c1ccc(C(F)(F)F)cc1	-1%	-4%	0	-6%	-1%	7%	-0.5%	-11%	?	6%	8%
O=C(NCc1ccccc1)c1onc(CSc2ccc(F)c(F)c2)c1C(=O)NCc1ccccc1	.	.	.	6%	0%	.	.	0%	3%	-1%	.
COc1ccc(N2CCN(C(=O)CSc3nc4[nH]ncc4c(=O)n3-c3ccc(Br)cc3)CC2)cc1	-17%	-2%	-17	-11%	-3%	-2%	0.9%	-14%	2%	-17%	5%
CCOc1ccc(C(C)(C)C)cc1S(=O)(=O)Nc1ccncc1	3%	.	3	-19%	-5%	2%	-0.6%	0%	3%	-1%	-5%
COc1ccccc1CNC(=O)C1CCC(CNc2c(N3CCOCC3)c(=O)c2=O)CC1 (configuration not stated)	2%	5%	0	3%	1%	-4%	-0.1%	-1%	-6%	-1%	-18%
CC1CN(S(=O)(=O)c2cccc(C(=O)Nc3ccc4c(c3)CCC4)c2)CC(C)O1 (configuration not stated)	3%	16%	?	-8%	0%	15%	-1.4%	-37%	-5%	-1%	-4%
COc1ccccc1N1CC(C(=O)NC2CCCCCC2)CC1=O (configuration not stated)	2%	-9%	.	-31%	-6%	2%	-1.1%	7%	-3%	-2%	1%
C=CC1CN(CC(=O)OC)S(=O)(=O)c2ccccc21 (configuration not stated)	4%	2%	-2	0%	1%	4%	-0.6%	8%	-27%	6%	-4%
Cn1c(CN2CCCC2)nc2cc(NC(=O)c3ccc(Cl)cc3)ccc21	-5%	?	-6	-12%	1%	-2%	-0.2%	-36%	1%	1%	-15%
CC(C)CN(C(=O)CCCc1nc2ccccc2c(=O)[nH]1)c1c(N)n(Cc2ccccc2)c(=O)[nH]c1=O	3%	2%	2	-7%	-2%	1%	-0.1%	-1%	0%	3%	?
CC(C)(C)n1nnnc1C(c1ccc2ncccc2c1)N1CCSCC1 (configuration not stated)	4%	-24%	8	6%	-9%	-26%	-0.3%	16%	-2%	3%	-4%
COCCc1nn2c(=O)cc(COC(=O)c3cc(OC)c(OC)c(OC)c3)nc2s1	-1%	-13%	-2	23%	-1%	5%	0.2%	-6%	0%	-3%	-2%
COc1ccccc1Nc1nnc(SCC(=O)NC2CCCC2)s1	1%	-3%	-3	32%	-3%	-3%	0.4%	20%	1%	-2%	-6%
Cc1ccc(S(=O)(=O)N2CCC3(CC2)OCCN3S(=O)(=O)c2c(C)cc(C)cc2C)cc1	2%	6%	0	-2%	-2%	-2%	0.4%	-32%	-1%	1%	-17%
Cc1ccc([N+](=O)[O-])cc1NCC(=O)NN	0%	-2%	8	6%	0%	-1%	-0.5%	-14%	-10%	1%	11%
Cc1cc(C)cc(NC(=S)N2CCN(C(=O)c3ccco3)CC2)c1	2%	0%	0	-8%	0%	-10%	12%	-20%	-2%	0%	0%
COc1cc(NC(=O)c2cc(C)nc3ccccc23)cc(OC)c1	-1%	2%	1	9%	0%	2%	0.1%	-11%	8%	-1%	-1%
CC(C)(C)c1cc(CCC(=O)NCc2ccncc2)cc(C(C)(C)C)c1O	-1%	1%	91*	13%	-2%	4%	-0.5%	1%	12%	2%	4%
CCc1nnc(NC(=O)[C@@H](NC(=O)c2ccc(C(C)(C)C)cc2)C(C)C)s1	-1%	20%	3	16%	-2%	1%	-0.1%	-9%	5%	-3%	-2%
COc1cc2c(cc1OC)CN(S(=O)(=O)c1ccc3c(c1)OCCO3)CC2	4%	-2%	.	4%	-8%	-4%	-0.1%	2%	-6%	-1%	5%
Cc1nn(C)c(C)c1NC(=O)COc1ccccc1C#N	8%	4%	.	42%	-4%	0%	-0.2%	-7%	2%	1%	11%
O=C(Cc1ccc(Cl)cc1)NCC(=O)N1CCCCC1	-1%	-2%	-3	6%	-12%	8%	-0.2%	8%	-1%	1%	-2%
COc1ccc(OC)c(S(=O)(=O)Nc2ccccc2C(=O)N2CCCCC2)c1	3%	4%	1	18%	0%	0%	-0.1%	-5%	-1%	-1%	25%
CCn1c(CC(=O)Nc2ccccc2Cl)nnc1SCC(=O)NC1CCCC1	1%	-2%	-1	-19%	1%	2%	-0.1%	4%	3%	-1%	-15%
C=CCc1cccc(/C=N/c2ncn[nH]2)c1O	1%	4%	2	?	-6%	-2%	-0.2%	0%	1%	5%	-17%
CC1(C)CC(NC(=O)CCc2ccccc2)CC(C)(C)N1	0%	1%	-2	1%	-1%	1%	0.5%	15%	-4%	4%	17%
O=C(NC(Cc1ccc(O)cc1)C(=O)O)c1ccco1 (configuration not stated)	-2%	-3%	-1	0%	-6%	-2%	0.1%	0%	1%	-1%	5%
COc1ccc(-c2sc3ccc(N4CCOCC4)cc3c2C#Cc2ccsc2)cc1	8%	17%	.	9%	0%	1%	0.0%	3%	2%	128%[activator]	10%

2 of the compounds above, comma-delimited:
Molecule,USP2a block,p53 reactivation,TRPV1 agonist,Integrin act MD,TSG101-PTAP inh,ELG1 genotox,B2AR arrestin,BRCA1 expr act,uPA surface inh,ASM inhibitor,Eya2 phos inh
COc1ccc(OC)c(S(=O)(=O)Nc2ccccc2C(=O)N2CCCCC2)c1,3%,4%,1,18%,0%,0%,-0.1%,-5%,-1%,-1%,25%
CCn1c(CC(=O)Nc2ccccc2Cl)nnc1SCC(=O)NC1CCCC1,1%,-2%,-1,-19%,1%,2%,-0.1%,4%,3%,-1%,-15%
